Compound activity deposited in PubChem BioAssay by several laboratories.
MEKK3 PB1 HTS = modulators of MEKK3-MEK5 PB1 binding, primary screen, biochemical, wildtype MEKK3, multiplex bead flow cytometry, Alexa488-MEK5; binding response (% of control), % at 10 µM; actives 1.4% (n = 290,000); AID 1529, 2009; bead-based flow cytometry, Alexa488-MEK5 binding to MEKK3; actives lie on both sides; 0 = blocked by unlabeled MEK5, 100 = vehicle;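 active = binding response more than 3 SD above or below the average of its plate-row segment, actives on both sides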;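 also: Alexa488 bead fluorescence after subtracting the streptavidin-only scavenger bead signal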
Target sequence (Q99759 whole entry, looked up): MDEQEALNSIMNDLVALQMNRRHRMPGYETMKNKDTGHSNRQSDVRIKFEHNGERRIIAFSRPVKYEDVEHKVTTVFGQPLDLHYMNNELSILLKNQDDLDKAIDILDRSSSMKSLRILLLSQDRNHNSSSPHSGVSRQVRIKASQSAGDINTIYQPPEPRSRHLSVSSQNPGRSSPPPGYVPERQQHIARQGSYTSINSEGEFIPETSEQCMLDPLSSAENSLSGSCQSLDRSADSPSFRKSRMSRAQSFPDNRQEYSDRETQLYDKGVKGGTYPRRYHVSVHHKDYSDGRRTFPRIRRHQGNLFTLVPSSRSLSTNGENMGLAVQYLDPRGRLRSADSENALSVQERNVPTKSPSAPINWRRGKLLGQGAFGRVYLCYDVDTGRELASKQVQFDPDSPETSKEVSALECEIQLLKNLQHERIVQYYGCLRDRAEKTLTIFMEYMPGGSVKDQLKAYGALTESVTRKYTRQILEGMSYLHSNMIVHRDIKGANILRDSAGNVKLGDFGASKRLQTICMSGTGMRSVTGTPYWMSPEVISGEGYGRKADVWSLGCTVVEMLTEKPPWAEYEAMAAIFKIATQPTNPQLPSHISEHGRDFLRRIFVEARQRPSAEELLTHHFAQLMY
UBC9 SUMO inh = inhibitors of in vitro SUMOylation cascade, primary screen, biochemical, HTRF, uHTS; actives 0.36% (n = 290,000); HTRF SUMOylation assay, SAE1/SAE2 + UBC9; SUMO-conjugating enzyme UBC9 (Homo sapiens), P63279; inhibition, % at 35 µM; AID 2006, 2009; in the data active = inhibition above about 50%, passing the limit was not always enough; also: strong numbers were not always called active
Target sequence (P63279 whole entry, looked up): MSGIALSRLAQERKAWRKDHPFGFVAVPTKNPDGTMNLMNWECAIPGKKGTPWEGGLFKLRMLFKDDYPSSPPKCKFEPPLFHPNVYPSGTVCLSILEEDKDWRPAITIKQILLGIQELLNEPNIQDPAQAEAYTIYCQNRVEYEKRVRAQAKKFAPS
MEKK2mut PB1 HTS = MEK5 binding signal on mutant MEKK2 PB1, primary screen, biochemical, multiplex bead flow cytometry, Alexa488-MEK5; percent response, % at 10 µM; actives 0.35% (n = 290,000); Alexa488-MEK5 binding to MEKK2 mutant; in the data active = percent response above about 24%, passing the limit was not always enough; also: inactives centre near 1; some results filed as inactive read as strong as hits
CRFBP-R2 agonist = agonists of CRF-BP/CRF-R2 complex, primary screen, cell-based, HEK293, calcium dye fluorescence, uHTS; calcium dye fluorescence (FLIPR); percent of saturating CRF peptide response; AID 588473, 2011; activation, % at 13.2 µM; CRF-binding protein / CRF receptor 2 complex (human); actives 0.46% (n = 350,000);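 active = activation of at least 50%, plus an integration ratio under a set limit after plate pattern correction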;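 also: plate controls were neutral control wells without compound for no effect and CRF at EC100 for full effect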
FID counter = compounds displacing fluorescent DNA intercalator, primary screen, artefact control for HCV NS3 helicase inhibitor project, biochemical, FID fluorescence; actives 0.17% (n = 290,000); DNA fluorescent intercalator displacement; inhibition, % at 7.9 µM; AID 1845, 2009; in the data active = inhibition above about 37%;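 also: 0% = vehicle and 100% = reference compound; higher means more ethidium bromide displaced from hairpin DNA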
CRFBP-R2 block = antagonists of CRF-BP/CRF-R2 complex, primary screen, cell-based, HEK293, calcium dye fluorescence, uHTS; CRF-induced calcium fluorescence; inhibition, % at 11.8 µM; actives 0.59% (n = 350,000);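 active = inhibition of the ligand-induced calcium signal above about 50% at the single tested concentration, limit read from the data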
HCV NS3 hel inh = inhibitors of HCV NS3 helicase, primary screen, biochemical, Cy5 molecular beacon fluorescence. Hepatitis C virus NS3 helicase. NS3 helicase DNA unwinding. inhibition, % at 10.9 µM. actives 0.56% (n = 290,000). AID 1800, 2009;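 active = inhibition above the mean of all tested compounds plus 3 SD, set per campaign, cut at about 35% in these data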;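 also: 0% = DMSO wells and 100% = thioflavine S control wells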
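System: NS3 helicase fragment of HCV / Schedule: 1 h at 25 °C / Control set: DMSO alone as 0% and 110 µM thioflavine S as 100% / Reagent: Cy5/quencher beacon DNA duplex and ATP to start / Technique: Cy5 fluorescence / Replication: singlicate / Evaluation: % inhibition of end-to-start signal ratio versus controls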
GalR3 antag = GalR3 antagonists in HEK293 cells, primary screen, cell-based, fluorescence readout | actives 0.44% (n = 360,000) | HEK293 GalR3-CNG cAMP membrane potential fluorescence; galR3 body fused to GalR1 C-terminus | inhibition, % at 3 µM;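 active = inhibition above the screen-wide average plus 3 SD, cut at about 13% in these data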;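 also: forskolin and galanin both at EC90 stimulate the cells; cAMP rise reported by CNG channel membrane potential dye signal; 0% = forskolin plus galanin with DMSO and 100% = forskolin alone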
Target sequence (O60755 1-299 limits assumed): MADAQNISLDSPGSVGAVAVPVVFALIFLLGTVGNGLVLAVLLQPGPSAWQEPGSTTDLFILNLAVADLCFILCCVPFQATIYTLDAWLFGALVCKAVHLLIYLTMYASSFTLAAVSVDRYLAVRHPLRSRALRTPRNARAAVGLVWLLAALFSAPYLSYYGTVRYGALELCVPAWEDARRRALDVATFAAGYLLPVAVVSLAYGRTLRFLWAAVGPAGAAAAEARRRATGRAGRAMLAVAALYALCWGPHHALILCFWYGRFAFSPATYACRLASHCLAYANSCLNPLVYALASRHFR
MEKK2wt PB1 HTS = modulators of MEK5 binding to wildtype MEKK2, primary screen, biochemical, multiplex bead flow cytometry, Alexa488-MEK5. Alexa488-MEK5 binding to MEKK2 WT; actives lie on both sides. binding response (% of control), % at 10 µM. actives 1.1% (n = 290,000); in the data active = binding response below about 67% or above about 130%
Active calls of the source: *; x = no result given.

SMILES	MEKK3 PB1 HTS	UBC9 SUMO inh	MEKK2mut PB1 HTS	CRFBP-R2 agonist	FID counter	CRFBP-R2 block	HCV NS3 hel inh	GalR3 antag	MEKK2wt PB1 HTS
O=[N+]([O-])c1ccccc1-c1cc(-c2cc(Cl)ccc2O)n[nH]1	88	-16	-2	-1.2	9	-17	-19	19*	82
O=C(CN(C(=O)CNS(=O)(=O)c1ccc(F)cc1)c1ccc(F)cc1)NCc1ccco1	101	-9	4	-0.4	-27	16	4	-10	98
COc1ccc(OC)c(CN2C(=O)c3ccccc3C2C(=O)NCc2cccnc2)c1 (centres undefined)	107	12	11	-0.7	-17	15	-1	0	108
CCc1nn2c(=O)c(S(=O)(=O)Nc3ccccc3)c(C)nc2s1	99	2	2	0.2	-6	-6	3	-11	95
CCOC(=O)c1c[nH]c2ccc3ccccc3c2c1=O	99	-3	1	8.9	5	3	-1	-9	101
O=C(NC1CCN(CC(=O)N(c2ccccc2)c2ccccc2)CC1)c1ccc([N+](=O)[O-])cc1	96	-2	-8	-1.0	0	-13	3	-3	90
Cc1ccc(NC(=O)c2c(C)nn(-c3ccccc3)c2Cl)cc1	97	-16	3	-1.9	-24	23	-12	5	92
O=C(CC12CC3CC(CC(Br)(C3)C1)C2)NCc1ccccc1	103	-11	2	9.2	-22	-9	-9	-10	104
CS(=O)(=O)Nc1ccc(C2=NN(C(=O)CCCC(=O)O)C(c3cccs3)C2)cc1 (centres undefined)	106	30	4	-1.0	-24	8	-16	-4	108
N#Cc1ccc(Sc2nc3ccccc3[nH]2)cc1C#N	101	20	-1	-1.6	0	-14	-8	-1	97
O=C(NCc1ccccn1)c1cc(-c2ccccc2Cl)on1	105	-5	4	0.0	-16	9	1	-1	107
CCOc1ccc(S(=O)(=O)Oc2ccc3ccccc3c2)cc1	148*	-5	0	5.4	-3	44	-7	-6	106
CSc1nc2c(c(=O)[nH]1)C(c1ccc(F)cc1)CC(=O)N2 (centres undefined)	103	2	-2	0.3	-5	18	-19	-3	102
c1ccc2c(NCCc3c[nH]c4ccccc34)c3ccccc3nc2c1	112	-3	48*	0.6	21	-17	-56	-7	220*
Cc1cccc(C(=O)Nc2nc3ccc(S(C)(=O)=O)cc3s2)c1	106	4	9	-1.1	-12	-18	26	-11	113
Cc1ccc(OCCOCCN2CCCCC2)c([N+](=O)[O-])c1	94	-2	-4	-0.8	15	0	-7	-5	101
O=C(CSc1ccccc1)N1CCCC(N2CCN(c3ccc(F)cc3)CC2)C1 (centres undefined)	101	1	-1	-0.9	-12	0	-6	-7	103
COC(=O)COC(=O)c1ccccc1NC(=O)c1ccccc1	105	-23	4	-0.1	-9	4	-3	-4	105
CCOC(=O)C1(CCCc2ccccc2)CCN(C(=O)Cc2nonc2C)CC1	100	-6	4	-1.9	-32	4	5	1	97
Cc1[nH]c(=O)[nH]c(=O)c1S(=O)(=O)N1CCCC(C(=O)N2CCN(c3ccccc3Cl)CC2)C1 (centres undefined)	112	22	-2	-2.7	-31	74*	1	x	113
COc1ccc(N(Cc2cc3ccccc3[nH]c2=O)S(=O)(=O)c2ccc(C)cc2)cc1	96	-6	-1	-1.1	-32	-28	-23	3	98
CCn1c(SCC(=O)NC2CC2)nnc1-c1csc(C)c1	107	18	7	2.9	0	-7	-6	-2	110
CCNC(=O)CC1C(=O)N(c2ccc(F)cc2)C(=O)N1Cc1ccccn1 (centres undefined)	101	3	11	-0.7	-1	-10	0	-2	106
Cc1nn(CCCC(=O)Nc2ccc(Br)cc2F)c(C)c1[N+](=O)[O-]	97	4	-12	-0.1	-5	-6	3	-3	83
CCn1c(SCC(=O)Nc2ccccc2N2CCOCC2)nnc1-c1ccccc1O	111	8	14	-1.1	-36	-28	-3	0	109

In another format: 3 of the compounds above.
> O=C(NC1CCN(CC(=O)N(c2ccccc2)c2ccccc2)CC1)c1ccc([N+](=O)[O-])cc1
  MEKK3 PB1 HTS: 96
  UBC9 SUMO inh: -2
  MEKK2mut PB1 HTS: -8
  CRFBP-R2 agonist: -1.0
  FID counter: 0
  CRFBP-R2 block: -13
  HCV NS3 hel inh: 3
  GalR3 antag: -3
  MEKK2wt PB1 HTS: 90
> Cc1ccc(NC(=O)c2c(C)nn(-c3ccccc3)c2Cl)cc1
  MEKK3 PB1 HTS: 97
  UBC9 SUMO inh: -16
  MEKK2mut PB1 HTS: 3
  CRFBP-R2 agonist: -1.9
  FID counter: -24
  CRFBP-R2 block: 23
  HCV NS3 hel inh: -12
  GalR3 antag: 5
  MEKK2wt PB1 HTS: 92
> O=C(CC12CC3CC(CC(Br)(C3)C1)C2)NCc1ccccc1
  MEKK3 PB1 HTS: 103
  UBC9 SUMO inh: -11
  MEKK2mut PB1 HTS: 2
  CRFBP-R2 agonist: 9.2
  FID counter: -22
  CRFBP-R2 block: -9
  HCV NS3 hel inh: -9
  GalR3 antag: -10
  MEKK2wt PB1 HTS: 104

Next compounds follow:
SMILES	MEKK3 PB1 HTS	UBC9 SUMO inh	MEKK2mut PB1 HTS	CRFBP-R2 agonist	FID counter	CRFBP-R2 block	HCV NS3 hel inh	GalR3 antag	MEKK2wt PB1 HTS
CCc1cc(=O)oc2cc(OC(C)=O)cc(OC(C)=O)c12	98	41	6	-6.3	-5	-8	7	-1	99
C/C(=C1/SC(N2CC(C)OC(C)C2)=NC1=O)c1ccccc1 (centres undefined)	55	11	-19	-3.6	-19	35	2	1	68
Cn1nc(C(=O)Nc2ccc(S(=O)(=O)N3CCCC3)cc2)ccc1=O	98	7	7	-1.8	-2	10	1	-1	103
COc1cc(OC)cc(C(=O)NNC(=O)CCC(=O)c2cccs2)c1	102	6	5	-1.0	-6	4	5	-1	107
CC(C)CN(CCCNC(=O)CN1N=C(c2ccc(Cl)cc2)CCC1=O)CC(C)C	101	-8	-1	-5.0	21	22	-8	-5	105
CC1(C)SCC2C(=O)N3C(CSC3(C)C)C(=O)N21 (centres undefined)	76	19	-13	-0.4	3	-16	2	2	85
Cc1ccc(C)c(N(CC(=O)N2CCCC2)S(C)(=O)=O)c1	103	4	2	0.9	-6	17	13	2	105
COCCCNC(=O)CN(Cc1ccc(Cl)cc1)S(C)(=O)=O	98	22	4	1.4	-8	-12	2	9	99
CN(C(=O)COC(=O)c1cc([N+](=O)[O-])ccc1N1CCCC1)C1CCS(=O)(=O)C1 (centres undefined)	104	17	-1	-1.9	-5	1	-2	2	103
CCC(C)(C)NC(=O)C(c1ccc(OC)cc1)N(Cc1cccs1)C(=O)CCC(=O)Nc1cc(C)on1 (centres undefined)	100	-15	3	-1.9	-30	-8	-4	-2	99
COc1cc(C(c2c(C)[nH][nH]c2=O)c2c(C)[nH][nH]c2=O)ccc1OS(=O)(=O)c1ccccc1	100	8	2	2.5	-13	2	1	-2	105
Nn1c(Nc2ccccc2)nc2sc3c(c2c1=O)CCC3	99	-10	5	0.4	-4	-9	-9	-6	98
Cc1nn(-c2ccccc2)c(C)c1/C=N/O	108	-2	13	-0.1	-1	0	1	-1	107
Cc1cc(SCc2cc(=O)[nH]c3ccccc23)nc2ccccc12	x	-41	x	1.2	-28	-5	7	-4	x
CCOC(=O)CSC(CC)C(=O)Nc1nnc(CC)s1 (centres undefined)	100	0	4	14	-7	-16	1	x	101
COc1ccc(NC2CCCN(C(=O)c3ccc(C(C)=O)s3)C2)cc1 (centres undefined)	97	4	5	1.2	-7	8	4	1	96
COc1cc(CN2CC(=O)N(c3ccc(C)c(Cl)c3)C2=S)cc(OC)c1OC	106	-7	4	3.9	-33	11	-15	-5	106
COc1ccc(NC(=O)c2ccc(CN3CCN(c4ccccc4)CC3)cc2)cc1	100	12	0	-1.1	2	0	-10	6	103
CC1(C)CC(=O)C(C2c3ccccc3S(=O)(=O)c3ccccc32)C(=O)C1	103	-2	1	-0.5	3	9	-5	-4	104
O=C(COc1ccccc1F)Nc1nnc(-c2ccncc2)s1	103	17	0	1.0	-2	7	6	-5	98
O=C(COC(=O)c1cccnc1)Nc1ccc(F)cc1	103	8	-1	1.9	-1	-15	5	-2	100
O=[N+]([O-])c1cccc(-c2n[nH]c(=S)n2-c2ccc(Br)cc2)c1	97	-18	3	-0.1	-5	7	0	1	105
CC(=O)O[C@]1(C(C)=O)CCC2C3C=C(C)C4=CC(=O)CC[C@]4(C)C3CC[C@@]21C (some centres undefined)	95	4	1	1.4	-42	-2	8	-10	99
COCCNC(=O)C(c1ccc(F)cc1)N(C(=O)CCC(=O)Nc1ccccn1)c1ccc(C)cc1 (centres undefined)	97	18	-1	1.6	-41	-11	-2	-8	94
O=C(NCc1ccc(Cl)cc1)c1cccnc1	97	6	-1	0.0	1	11	9	-7	99
Further entries.
SMILES	MEKK3 PB1 HTS	UBC9 SUMO inh	MEKK2mut PB1 HTS	CRFBP-R2 agonist	FID counter	CRFBP-R2 block	HCV NS3 hel inh	GalR3 antag	MEKK2wt PB1 HTS
COCC(C)N=C1NN=C(c2c[nH]c3ccccc23)CS1 (centres undefined)	106	-5	1	1.1	-11	3	-43	-2	108
O=C(CCc1ccccc1)Nc1ncc([N+](=O)[O-])s1	100	16	-2	42	14	-14	13	-4	102
COc1ccccc1CNC(=S)Nc1ccc(F)cc1	102	15	1	-0.8	-9	4	1	-10	102
Cc1nc(NC(=O)c2ccccc2)sc1-c1csc(NCc2ccccc2)n1	88	30	-7	3.2	-8	-10	-6	-4	102
CCCn1nnnc1NCc1ccc(SC)cc1	104	2	2	-1.1	-8	22	2	-7	104
Clc1ccc(C[n+]2cc(-c3ccccc3)n3c2CCC3)cc1Cl	95	2	-1	-1.5	21	24	-36	0	105
CCOC(=O)C1CCCN(CC(O)COCc2ccccc2OC)C1 (centres undefined)	104	1	0	-0.9	-5	5	1	-9	102
CCCOC(=O)c1ccc(NC(=O)COC)cc1	106	12	2	-1.3	-6	-2	6	3	106
COC(=O)NCC(c1cccnc1)N1CCOCC1 (centres undefined)	107	9	0	-1.2	0	10	-4	x	100
O=C(NCCN1CCOCC1)c1cc(-c2cccc(O)c2)on1	103	12	8	0.0	-2	1	2	-8	104
Cc1[nH]c(=O)c(C#N)c(C)c1CCC(=O)N(C)CC(=O)Nc1ccc(Cl)c(Cl)c1	100	-2	-2	-0.8	-6	-2	-5	-5	98
Cc1nc2cc(C(=O)OCC(=O)NC(C)C(C)C)ccc2n1-c1ccccc1 (centres undefined)	103	-11	0	-1.2	-29	13	-5	7	103
COc1ccc(/C=N/NC(=O)c2nn(-c3ccc(C)c(C)c3)c(=O)c3ccccc23)cc1	101	5	1	0.5	-9	-1	9	-3	94
[NH-]c1ncnc2c1N=C[N+]2=CC=CCO	99	13	1	1.8	-2	3	-7	-9	105
CCOc1ccc(OCC)c(NC(=O)CSc2nc3c(c(=O)n(C)c(=O)n3C)n2C(C)C)c1	106	-26	4	-6.5	-31	36	3	-10	99
COC(=O)c1cc2nc(-c3ccc(OC)cc3)cc(C(F)(F)F)n2n1	100	19	6	1.8	0	-25	0	-1	104
Cc1noc(C)c1CSc1nc2ccccc2c(=O)n1-c1ccc(Cl)cc1	102	-14	-3	3.2	-12	12	-6	-11	90
CC(Oc1ccc(-n2cnnn2)cc1)C(=O)O (centres undefined)	106	5	5	0.0	0	-4	-1	-6	109
COC(=O)c1nc(NC(=O)c2ccccc2Cl)n[nH]1	106	-1	8	-0.2	1	-16	-10	0	105

Not all compounds are listed; the hit share may differ from the screen's.
